# RAM inhibit – blocks the yeast RAM network; S. cerevisiae dse1pr::URA3 reporter, 5-FOA growth OD615, 2 d; analog-sensitive cbk1-as2 kinase mutant strain; 1.8% of 190,000 active; inhibition, % at 50 µM;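 active = inhibition above a set limit, 3 SD over mean compound inhibition, cut at about 8.4% in these data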;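 note: 0% = DMSO-only wells with no growth and 100% = 10 µM 1-NA-PP1 full growth; inhibition rescues growth on 5-FOA so higher OD means more RAM inhibition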
# STAT3 act – increases IL-6 driven STAT3 reporter signal; activation (% of control), % at 5.6 µM; 0.91% of 190,000 active; U3A cells, IL-6 STAT3-luciferase reporter, luminescence; 100% = signal with IL-6 EC80 alone;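 active = activation above the screen-wide mean of compound activation plus 3 SD, cut at about 130% in these data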;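 note: 0% = background luminescence of wells with medium and substrate only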
#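 Material: human STAT1-deficient U3A cells with stable STAT3-luciferase reporter / Probe or stimulus: IL-6 stimulus at 33 ng/mL final / Schedule: 1 h compound pre-exposure, 6 h IL-6 stimulation, 37 °C / Technique: luminescence / Read-out basis: percent of IL-6-only median luminescence / Control set: IL-6-only high control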
# TLR4 MyD88 comp – inhibitors of human TLR4-MyD88 binding. O00206+Q99836. HeLa CL3-4 TLR4/MyD88 BLA complementation, FRET ratio. inhibition, % at 8.4 µM. 0.18% of 200,000 active. AID 861; in the data active = inhibition above about 25%;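 note: 0% = vehicle and 100% = reference inhibitor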
# PPARg SRC3 recr – promotes SRC-3 coactivator recruitment by human PPARgamma; biochemical PPARgamma/SRC-3 coactivator recruitment assay; 0.26% of 200,000 active; activation, % at 8 µM; in the data active = activation above about 23%;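 note: 0% = DMSO and 100% = reference agonist; some compounds past the cut are filed as inactive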
# Target sequence (P37231 whole entry, looked up): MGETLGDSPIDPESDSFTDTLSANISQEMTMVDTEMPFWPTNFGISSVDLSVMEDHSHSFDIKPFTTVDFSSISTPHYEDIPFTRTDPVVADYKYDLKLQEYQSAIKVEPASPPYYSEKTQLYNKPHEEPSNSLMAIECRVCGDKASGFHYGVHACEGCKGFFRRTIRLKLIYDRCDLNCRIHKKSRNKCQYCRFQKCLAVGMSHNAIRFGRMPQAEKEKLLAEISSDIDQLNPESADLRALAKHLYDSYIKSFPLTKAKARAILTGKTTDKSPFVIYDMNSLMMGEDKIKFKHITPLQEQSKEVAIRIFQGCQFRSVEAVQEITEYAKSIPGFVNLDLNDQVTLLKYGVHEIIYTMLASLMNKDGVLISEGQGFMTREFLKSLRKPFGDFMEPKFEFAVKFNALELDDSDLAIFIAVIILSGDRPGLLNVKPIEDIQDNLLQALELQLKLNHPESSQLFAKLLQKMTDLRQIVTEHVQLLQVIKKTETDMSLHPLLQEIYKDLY
# S1P3 antagonist – antagonists of human S1P3 receptor | CHO S1P3 NFAT-BLA reporter, FRET fluorescence, antagonist mode | inhibition, % at 4.98 µM | 0.27% of 170,000 active | Q99500;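 active = inhibition above the plate cutoff, the mean inhibition of test wells on that plate plus 3 SD, cut at about 28% in these data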;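 note: cells challenged with S1P at its EC80 of 0.8 µM; blue over green emission ratio from cleaved BLA substrate after 4 h stimulation; 0% = S1P-stimulated wells and 100% = unstimulated DMSO-only wells; some compounds past the cut are filed as inactive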
# Target sequence (Q99500 whole entry, looked up): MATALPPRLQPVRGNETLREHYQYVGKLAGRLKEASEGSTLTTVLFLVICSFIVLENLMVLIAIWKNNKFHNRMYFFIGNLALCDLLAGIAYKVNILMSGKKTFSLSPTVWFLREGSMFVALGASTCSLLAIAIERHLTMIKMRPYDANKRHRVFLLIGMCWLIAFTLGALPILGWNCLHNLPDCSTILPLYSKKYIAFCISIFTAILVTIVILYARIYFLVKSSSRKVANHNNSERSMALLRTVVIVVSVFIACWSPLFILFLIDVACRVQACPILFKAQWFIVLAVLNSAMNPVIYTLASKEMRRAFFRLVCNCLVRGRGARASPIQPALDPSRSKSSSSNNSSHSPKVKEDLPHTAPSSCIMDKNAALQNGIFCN
# PPARg SRC-1 ag – PPARgamma-driven SRC-1 recruitment agonism | P37231 | PPARgamma-SRC-1 coactivator recruitment biochemical assay | activation, % at 8 µM | 0.41% of 200,000 active | AID 631; in the data active = activation above about 19%;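 note: 0% = DMSO and 100% = reference agonist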
# SRC2 TRFRET art – counter-screen for PPARgamma SRC-2 recruitment agonists: TR-FRET artefact | hits give high values | TR-FRET ratio at 8 µM | 0.4% of 200,000 active | AID 1049; in the data active = TR-FRET ratio above about 2000; note: inactives centre near 1500
# PPARg SRC2 recr – agonists of SRC-2 recruitment by human PPARgamma; P37231; PPARgamma LBD-SRC-2 recruitment, biochemical; activation, % at 8 µM; 0.34% of 200,000 active; AID 1032; in the data active = activation above about 22%;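 note: 0% = vehicle and 100% = reference agonist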
# ROMK primary – human ROMK K+ channel modulation, primary screen; P48048; Tet-inducible ROMK, thallium flux fluorescence; actives lie on both sides; B-score at 10 µM; 2% of 130,000 active;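 active = signal ratio slope over the read window, or its plate-corrected B-score, at least 3 SD from the plate mean, either direction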;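 note: B-score of the F/F0 ratio slope over 7 to 12 s after thallium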
# STAT1 blocker – inhibitors of IFN-gamma induced STAT1 signaling; inhibition, % at 5.5 µM; NIH 3T3 STAT1-luciferase reporter, luminescence; 0.35% of 200,000 active; AID 920;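 active = inhibition above a set limit, the mean inhibition across all tested compounds plus 3 SD, cut at about 34% in these data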;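 note: 0% = IFN-gamma with DMSO and 100% = IFN-gamma with 300 µM nifuroxazide; values of inactives mirror those of a sister screen read the other way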
# STAT3 inh – inhibitors of IL-6 induced STAT3 signaling; inhibition, % at 5.5 µM; AID 862; U3A cells, IL-6 STAT3-luciferase reporter, luminescence; host cell line lacks STAT1; 0.89% of 190,000 active;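 active = inhibition above the mean inhibition across all screened compounds plus 3 SD, cut at about 44% in these data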;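 note: 0% = DMSO only wells and 100% = 100 µM nifuroxazide control wells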
# * marks the source's active call; other numbers are inactive results; / = not tested or not shown.
SMILES,RAM inhibit,STAT3 act,TLR4 MyD88 comp,PPARg SRC3 recr,S1P3 antagonist,PPARg SRC-1 ag,SRC2 TRFRET art,PPARg SRC2 recr,ROMK primary,STAT1 blocker,STAT3 inh
CC(=O)NC(Cc1ccccc1C)C(=O)NC1CCN(C(=O)c2ccc(C)cc2)CC1 (stereo not drawn),1.2,99.3,1.3,4.2,-16.1,6.9,1793,7.1,/,5.4,4.4
CC1=NN(c2ccccc2)C(=O)/C1=C\c1cn(C)c2ccccc12,5.6,97.0,-0.1,8.0,8.9,-1.6,1533,0.0,-0.254,-2.7,8.1
COC(=O)C1(CCSC)NC(c2ccc(O)cc2)C2C(=O)N(c3ccc4c(c3)OCCO4)C(=O)C21 (stereo not drawn),0.6,104.4,-7.2,2.0,-7.8,3.1,1550,-3.0,/,1.3,0.9
COc1ccccc1C(=O)N1CCN(c2cccc(Cl)c2)CC1,1.2,100.8,-8.0,-5.9,/,-1.0,1571,-9.3,1.01,-2.8,4.1
N#Cc1ccc(OCC(=O)NCCc2ccc(S(N)(=O)=O)cc2)cc1,2.1,101.2,-3.9,-10.0,-19.6,-5.7,1453,-4.4,0.786,-3.0,5.1
FC(F)Oc1ccc(-c2csc(Cc3nnc4n3CCCCC4)n2)cc1,0.8,95.5,12.4,4.7,10.9,0.1,1645,1.4,/,-1.7,9.3
O=C1CC(C(=O)Nc2ccccc2)S/C(=N\NC(=O)c2ccccc2Cl)N1 (stereo not drawn),1.9,105.9,-10.9,3.3,-2.2,2.3,1666,-6.6,-0.00802,10.5,5.6
CCCC(=O)C1=C(O)C(C(=O)OC)C(C)(C)CC1=NC (stereo not drawn),2.5,98.8,12.2,-0.3,-18.8,6.6,1465,12.4,1.03,10.7,5.8
COc1ccc(/C=N/OCC(=O)NCc2cccs2)c(OC)c1,1.5,105.3,-15.0,2.4,-2.0,0.5,1432,-0.3,/,-9.3,-11.2
O=C(NCc1cccnc1)c1ccc(NC(=O)c2ccco2)cc1,0.0,99.1,3.8,-8.6,/,-10.2,1684,-3.8,/,-4.9,5.2
O=C(Nc1ccc2oc(-c3ccccc3)nc2c1)c1cccnc1,-1.4,87.6,4.8,2.0,31.4,2.2,1518,-2.1,/,-14.1,18.0
Cc1ccc(O)c(C(=O)c2cc(C#N)c3nc4ccccc4n3c2)c1,8.2,89.0,1.7,7.1,0.6,-1.6,1630,-5.0,0.374,-7.8,22.6
O=C(O)CNC(=O)/C(=C/c1ccco1)NC(=O)/C=C/c1ccccc1,-0.4,105.2,3.0,-2.2,-2.2,5.6,1491,0.3,/,-7.3,-0.3
CCN(CC)CCNc1ccc2nnc(CCNS(=O)(=O)c3ccc(C)cc3)n2n1,2.0,102.3,-4.4,-4.4,-5.1,-4.9,1572,3.2,-1.29,-3.3,5.1
COc1cc(C#N)c(NC(=O)CN2CCC(C(N)=O)CC2)cc1OC,-0.8,94.1,3.4,-0.8,-12.2,11.6,1715,14.4,2.1,-2.0,11.0
Cc1ccc(NC(=O)CSc2ncnc3ccccc23)cc1S(=O)(=O)N1CCCCCC1,4.6,82.2,-4.6,9.2,3.8,7.8,1930,5.9,-2,14.4,22.6
CCN(CC)c1ccc([N+](=O)[O-])cc1C(=O)O,0.6,93.4,-4.6,6.5,-4.3,1.9,1599,6.4,/,4.8,3.9
CCCCCOc1ccc(NS(C)(=O)=O)cc1,1.7,108.7,1.7,16.9,-21.2,-1.3,1496,0.4,-0.0488,-18.9,-5.4
CCOC(=O)c1ccc(NC(=O)C2CC(=O)N=C(N)S2)cc1 (stereo not drawn),1.1,98.0,-0.4,-1.5,-18.7,-8.5,1301,1.4,0.118,-11.3,6.7
CCN(CC)S(=O)(=O)c1cc(C(=O)Oc2cccc(-c3cnc4ccccc4n3)c2)ccc1Br,5.5,96.8,-16.5,2.4,/,11.2,1399,6.6,0.0401,-0.3,4.2
O=C(COc1ncnc2ccccc12)N1CCN(C(=O)c2ccco2)CC1,2.5,101.3,11.8,0.9,12.5,-2.6,1596,7.2,0.282,-3.3,2.8
CCCOc1ccc([N+](=O)[O-])c(N)c1,-0.8,99.1,2.8,2.0,-7.7,-3.8,1650,-2.3,0.762,5.2,-1.2
CCCC1(C(=O)OCC)NC(c2ccc(O)cc2)C2C(=O)N(c3ccc4c(c3)OCCO4)C(=O)C21 (stereo not drawn),-1.0,93.4,4.1,0.7,/,-3.3,1457,-2.9,1.17*,2.4,12.2
CCOC(=O)Cc1csc(SCC(=O)NC2CCCC(C)C2C)n1 (stereo not drawn),1.4,103.1,1.3,0.6,7.2,3.4,1666,-11.2,/,4.2,-4.1

# A draw from above in order of formula weight, falling:
SMILES,RAM inhibit,STAT3 act,TLR4 MyD88 comp,PPARg SRC3 recr,S1P3 antagonist,PPARg SRC-1 ag,SRC2 TRFRET art,PPARg SRC2 recr,ROMK primary,STAT1 blocker,STAT3 inh
CC(=O)NC(Cc1ccccc1C)C(=O)NC1CCN(C(=O)c2ccc(C)cc2)CC1 (stereo not drawn),1.2,99.3,1.3,4.2,-16.1,6.9,1793,7.1,/,5.4,4.4
COc1ccccc1C(=O)N1CCN(c2cccc(Cl)c2)CC1,1.2,100.8,-8.0,-5.9,/,-1.0,1571,-9.3,1.01,-2.8,4.1
CCOC(=O)c1ccc(NC(=O)C2CC(=O)N=C(N)S2)cc1 (stereo not drawn),1.1,98.0,-0.4,-1.5,-18.7,-8.5,1301,1.4,0.118,-11.3,6.7

# Arranged by the number under PPARg SRC3 recr (smallest number first): 3 from the list above
SMILES	PPARg SRC3 recr
CCCC1(C(=O)OCC)NC(c2ccc(O)cc2)C2C(=O)N(c3ccc4c(c3)OCCO4)C(=O)C21 (stereo not drawn)	0.7
CCN(CC)c1ccc([N+](=O)[O-])cc1C(=O)O	6.5
Cc1ccc(NC(=O)CSc2ncnc3ccccc23)cc1S(=O)(=O)N1CCCCCC1	9.2

# (further entries)
SMILES,RAM inhibit,STAT3 act,TLR4 MyD88 comp,PPARg SRC3 recr,S1P3 antagonist,PPARg SRC-1 ag,SRC2 TRFRET art,PPARg SRC2 recr,ROMK primary,STAT1 blocker,STAT3 inh
Cc1ccc(OCCN2C(=O)c3ccccc3C2=O)c(C)c1,2.3,85.3,-7.6,10.2,4.1,-0.4,1623,10.8,/,-6.4,21.8
Cc1cc(C)c(S(=O)(=O)c2c(C)cccc2C)c(OCC(C)C)n1,6.4,103.2,-7.6,-3.7,/,1.3,1589,-3.9,/,1.2,1.9
Cc1cc(C)cc(N(C(=O)c2ccc(Br)o2)C2C=CS(=O)(=O)C2)c1 (stereo not drawn),5.2,103.1,1.5,4.9,2.5,3.7,1565,8.7,-0.66,-1.7,-2.2
O=C(CN1C(=O)NC2(CCCC2)C1=O)Nc1cccc(-c2nnc3n2CCCCC3)c1,1.4,102.7,-1.4,-14.6,1.9,-1.1,1571,-4.7,-0.456,1.4,1.3
COC(=O)c1c(NC(=O)c2cccc([N+](=O)[O-])c2)sc(C(N)=O)c1C,2.9,85.3,7.8,-4.5,9.5,-4.2,1577,1.8,0.108,1.3,21.1
COc1ccc(-c2ncccc2OC(=O)C23CC4CC(CC(C4)C2)C3)cc1OC,-1.3,102.0,-14.7,-2.8,-4.1,2.5,1567,2.1,0.272,5.8,-0.1
Cc1ccc(Nc2nnc(SCC(=O)Nc3ncc(S(=O)(=O)c4ccc([N+](=O)[O-])cc4)s3)s2)cc1,2.5,92.8,-5.2,3.6,-5.5,0.0,1526,7.9,0.871,-0.4,10.6
CCOC(=O)c1cnc2c(c(C)nn2C)c1Oc1ccc(Cl)cc1,1.3,100.2,12.3,14.2,/,-2.7,1769,12.2,/,2.2,5.5
Cc1ccc(C(=O)COc2cccc(NC(=O)c3ccco3)c2)cc1,3.8,101.3,2.8,4.8,-1.3,9.0,1413,5.2,2.48,7.0,2.5
CCOC(=O)N1CCN(S(=O)(=O)c2ccc3c(c2)SCC(=O)N3)CC1,1.9,92.3,-0.6,-2.8,-3.2,3.6,1601,8.4,-4.29*,8.2,12.8
CC(C)(O)C#Cc1ccc(C(=O)NC(CCCNC(N)=O)C(=O)O)s1 (stereo not drawn),2.3,100.4,-9.4,3.6,10.7,5.7,1606,0.5,0.221,-6.3,10.0
O=C(O)CC(Cn1[nH]nnc1=S)c1ccccc1 (stereo not drawn),-0.4,101.9,-3.8,2.5,/,-3.1,1609,7.6,0.356,-1.2,1.3
Cc1cc(C)c2c(c1)cc(C)c1nnc(SCC(=O)Nc3ccccc3N3CCOCC3)n12,-0.2,99.9,-0.5,0.4,-42.4,3.0,1416,6.1,/,-3.8,-1.4
N#Cc1c(NC(=O)CSc2ncccn2)oc(-c2ccccc2)c1-c1ccccc1,/,96.4,-2.6,-5.1,/,0.7,1548,7.2,/,2.9,5.8
CC1(C)COCN1C(=O)c1ccc(Cl)c(Cl)c1,1.0,104.8,1.9,-1.7,-6.8,6.5,1669,5.9,1.37,-0.9,-3.4
CCC(=O)n1nc(-c2cccnc2)nc1NCc1ccc(F)cc1,2.1,101.7,-3.4,-1.3,-13.3,-2.4,1572,3.2,-1.01,-11.9,-0.8

# Compound activity deposited in PubChem by several laboratories.
